# TNAP activators = human TNAP enzyme activators, primary screen, biochemical, luminescent, no phosphate acceptor, uHTS (AID 1001); purified TNAP, luminescent activation assay, no phosphate acceptor; higher activation fold means a stronger effect; activation fold at 20 µM; hits with a dose series show EC50 in µM; 0.03% of 200,000 active; in the data active = activation fold from about 3, or a potency from the dose series; inactive = the rest, 99 in 100 with activation fold below about 1.6; also: many of its hits are not listed in these tables
# Insulin prom up = MIN6 insulin promoter up-regulation. MIN6 insulin promoter-GFP reporter, high-content imaging; active compounds read high. z-score at 5 µM. 0.3% of 190,000 active. AID 1625;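 active = z-score above 3 at 5 µM with at least 500 cells counted in the well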
# T cell HTS = T cell immune modulators affecting CD8 T cell-vesicle binding. 0.068% of 330,000 active. calls only at 7 µM. AID 2052. 2C CD8+ T cell-vesicle binding, flow cytometry; active compounds read low;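 active = response, share of CD8 T cells binding vesicles, and their 90th percentile fluorescence all below set limits, cut at about 80% in these data, passing the limit was not always enough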
#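 Material: 2C TCR transgenic mouse naive CD8+ T cells, MACS-purified. Also added: QL9-charged Drosophila Ld/ICAM-1/B7-1 vesicles. Timing: binding 1.5 h at 37 °C. Measured by: high-throughput flow cytometry with anti-B7-1 and anti-CD8 staining. Read-out: percent CD8+ FL2 mean versus row control. Controls: Unloaded micro-vesicles (low), QL9 vesicles with 0.7% DMSO (high).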
# b-catenin transl = beta-catenin nuclear translocation modulation; HeLa beta-catenin nuclear translocation, immunofluorescence imaging; nuclear translocation activity, % at 5 µM; 0.3% of 190,000 active; AID 1665;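 active = nuclear translocation activity above 50% at 5 µM, with a well cell count of 50 or more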;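 also: per-cell ratio of nuclear to cytoplasmic median beta-catenin stain intensity; plate controls were DMSO negative control for no effect and GSK-3 inhibitor IX positive control for full effect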
#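 System: HeLa cells, endogenous beta-catenin; compound dosing: 5 µM primary single dose, 0.1% DMSO, 0.02–20 µM confirmation series; incubation: 24 h compound exposure at 37°C, 5% CO2; signal: beta-catenin immunofluorescence imaging with DAPI; evaluation: % activation, nuclear-to-cytoplasmic median beta-catenin signal ratio per cell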
# PMI inhibition = MPI inhibition at elevated mannose 6-phosphate – biochemical, fluorescence intensity, high mannose 6-phosphate, primary screen (AID 1220) | inhibition, % at 20 µM, or IC50 in µM where a hit was titrated | recombinant PMI enzyme, coupled fluorescence intensity; higher % means a stronger effect | 0.66% of 190,000 active
# human PMI inhibition = MPI enzyme activity inhibition – biochemical, fluorescence intensity, coupled assay, primary screen (AID 1209). purified PMI enzyme, coupled fluorescence intensity; higher % means a stronger effect. inhibition, % at 20 µM, or IC50 in µM where a hit was titrated. 0.42% of 190,000 active;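 also: plate controls were DMSO vehicle for no effect and wells lacking substrate for full effect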
# MT stabilize HCS = microtubule stabilization, imaging screen. 0.83% of 200,000 active. % tubulin-high responders, % at 10 µM. HeLa tubulin immunostaining HCS, 24 h; share of cells brighter than vehicle mean+2SD;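 active = plate Z-score above 3 for both tubulin-high and condensed-nucleus cell shares, with cell loss under 80%, at 10 µM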;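 also: anti alpha tubulin signal scored within the nucleus-defined area of each cell; some results filed as inactive read as strong as hits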
# Autophagy HCS = autophagy modulation, high-content screen. MEF GFP-LC3 puncta imaging; test concentration mostly 10 µM. calls only at 10 µM (by protocol). 0.98% of 190,000 active;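 active = percentage of spot-positive cells more than 3 SD above its plate mean, without a fluorescence outlier flag or 80% toxicity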;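 also: spot-positive cell cutoff set from DMSO-treated cells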
# Hep lipid drop = modulators of hepatic lipid droplet formation; AID 1656; inhibition, % at 6.5 µM; AML12 mouse hepatocytes, oleate lipid droplets, BODIPY imaging; 0.4% of 240,000 active;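 active = lipid droplet intensity inhibited by at least 50%, with more than 500 cells counted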
#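 Assay system: AML12 mouse liver cells | Compound dosing: One dose, 6.5 µM compound | Read-out basis: Droplet intensity reduction, % inhibition | Measured by: Fluorescence imaging, 20x objective, two fields per well | Schedule: Overnight treatment with compound plus oleate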
# Insulin prom up cell count = also measured in Insulin prom up; calls as there; cell count; measured here: cytotoxicity, nuclei count;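 total cells summed across four imaged fields per well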
# Hep lipid drop cells 6.5 µM = second read-out of Hep lipid drop, no call of its own (marks repeat the call); cell count; measured here: cell count, cytotoxicity flag;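 cells counted across two imaged fields per well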
# b-catenin transl cell count 5 µM = also measured in b-catenin transl; calls as there; cell count; measured here: cell count, cytotoxicity flag
# T cell HTS vesicle-bound % = recorded beside T cell HTS, whose call it bears; double positive events, %; measured here: CD8+ vesicle-bound cell fraction;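 binding gate set so that unloaded-vesicle control wells show 10% double positive cells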
# MT stabilize HCS Hoechst-high % = also measured in MT stabilize HCS; calls as there; % Hoechst-high responders; measured here: nuclear condensation Hoechst responders;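 share of cells brighter than vehicle mean plus two SD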
# MT stabilize HCS cytotoxicity % = also measured in MT stabilize HCS; calls as there; toxicity, %; measured here: cytotoxicity by cell density;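 0% = mean cell density of plate MIN control wells and 100% = no cells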
# Autophagy HCS cell loss 18 h = recorded beside Autophagy HCS, whose call it bears; toxicity, %; measured here: cell loss, nuclei count;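 cell loss after 18 h compound exposure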
# An asterisk follows results filed as active; i = inactive; . = not tested or not shown; + = active, no number. Rule as the data show it, unless noted: active = inhibition above about 50%; inactive = the rest.
SMILES,TNAP activators,Insulin prom up,Insulin prom up cell count,T cell HTS,T cell HTS vesicle-bound %,b-catenin transl,b-catenin transl cell count 5 µM,PMI inhibition,human PMI inhibition,MT stabilize HCS,MT stabilize HCS Hoechst-high %,MT stabilize HCS cytotoxicity %,Autophagy HCS,Autophagy HCS cell loss 18 h,Hep lipid drop,Hep lipid drop cells 6.5 µM
COC(=O)c1ccccc1NC(=O)Cn1cc2c(n1)CCC(C)C2 (stereo not given),1.1,.,.,i,65,0.0,1166,12%,8%,3.3,3.0,4.3,i,14,-4,636
CCOc1ccc(C(C)(O)CN2CCOCC2)cc1 (stereo not given),1.1,-0.32,1606,i,13,-1.3,1431,1%,1%,3.1,2.0,2.9,i,-11,.,.
CCOC(=O)c1c(C)oc2c(CC(=O)c3ccccc3)c(Cl)c(O)c(O)c12,0.7,0.74,1360,i,48,-0.4,545,9%,8%,3.7,5.4,6.6,i,-6,7,693
CCCC(=O)Nc1nnc(SCC(=O)NCc2cccs2)s1,1.1,-0.31,1554,i,64,-1.0,1288,0%,1%,2.6,1.5,6.5,i,1,.,.
O=C(CC1Sc2ccccc2NC1=O)OCC(=O)N1CCc2ccccc21 (stereo not given),1,0.47,1139,i,16,-3.3,744,-8%,1%,2.5,1.7,11,i,18,.,.
Nc1c(N2CCCCC2)c2ccccc2oc1=O,1,-0.16,1256,i,64,-1.1,1160,40%,13%,1.9,2.4,3.9,i,-3,12,713
COC(=O)c1c(C)nc(C)c(C(=O)OC)c1-c1ccc(OC)c(OC)c1,1.1,-0.12,1475,i,49,-1.2,1513,-2%,-1%,0.6,0.9,6.1,i,-3,0,690
CCOc1ccccc1N1CCN(Cc2cccc(OC)c2O)CC1,1,-1.3,1173,i,34,.,.,-2%,10%,2.9,1.7,4.2,i,8,10,729
Cc1ccc2nc(-c3ccc(NC(=S)NC4CC(C)(C)NC(C)(C)C4)cc3)sc2c1,1.1,-0.21,563,i,9,72*,260*,-1%,1%,34,10,36,i,85,30,666
CCN(CC)c1ccc(NC(=O)c2ccco2)c(C)c1,1.1,-0.81,1185,i,49,.,.,0%,3%,2.6,1.9,2.1,i,-4,0,717
COc1ccccc1N(CN1CCCC1=O)C(=O)c1c(F)cccc1Cl,1.1,2.2,1133,i,63,-0.5,1051,4%,10%,3.0,1.2,5.3,i,-6,-20,707
Cc1ccc(-c2nn(C)c(=O)c3ccccc23)cc1CNC(=O)CN1CCOCC1,1.1,0.34,1188,i,22,.,.,-4%,-2%,2.9,1.8,4.8,i,-2,3,726
COc1ccc(NS(=O)(=O)c2cc(NC(=O)c3cccs3)ccc2N2CCOCC2)cc1,1.1,.,.,i,28,-1.1,1111,10%,2%,13*,26*,33*,i,14,2,701
O=C1N(Cc2cccc(Cl)c2)C[C@@H]2C[C@@H](c3cccc4ncccc34)N3CCC[C@@]123,1.1,.,.,i,28,-0.2,846,-6%,-5%,2.0,1.2,1.4,i,-3,6,735
COc1ccccc1-c1coc2c(CN3CCN(C)CC3)c(O)ccc2c1=O,1.1,0.13,831,i,37,-8.4,1250,-5%,4%,2.1,1.0,7.9,i,19,-1,763
Cc1[nH]c2ccccc2c1/C=N\NC(=O)CNc1ccc2c(c1)OCO2,0.9,.,.,i,51,0.1,954,30%,13%,1.8,3.1,7.3,i,0,-22,570
Cc1cccc(NS(=O)(=O)c2ccc3c(c2)NC(=O)CC(=O)N3)c1,1.2,-0.61,1278,i,14,-0.9,1101,-5%,-4%,3.4,2.6,4.3,i,-7,.,.
O=C(CSc1ncc(-c2ccccc2)n1C1CCCC1)N1CCc2ccccc21,1.3,-0.01,1123,i,66,-1.7,936,24%,14%,1.8,2.9,13,i,17,.,.
CCc1c(C)nc2ncnn2c1N1CCC(C(=O)NCc2cccc(OC)c2)CC1,1.1,-5.8,873,i,23,0.5,1034,7%,6%,2.0,0.6,23,i,4,8,768
O=C(Nc1cnc2sccn2c1=O)c1ccccc1Cl,1.1,0.96,1150,i,14,2.3,794,-4%,0%,12,1.5,0.3,i,1,.,.
O=S(=O)(CCc1nc2ccccc2o1)c1ccc(Cl)cc1,1.1,-0.16,1243,i,36,.,.,8%,3%,5.6,2.2,6.7,i,-2,-6,659
NC(=O)CC(NC(=O)Cc1ccc(Br)cc1)c1ccc(NCCc2ccccc2F)c([N+](=O)[O-])c1 (stereo not given),.,0.14,794,i,51,-0.6,1381,.,.,.,.,.,.,.,25,694
O=C(c1ccccc1)N1CCCCC(Sc2nnc3ccccn23)C1=O (stereo not given),1.1,0.58,1286,i,37,-5.9,920,3%,-5%,1.7,2.5,6.3,i,-8,.,.
COC(=O)c1cn(NC(=O)c2ccc(OC)c([N+](=O)[O-])c2)c(=O)c2ccccc12,1.1,1.1,1084,i,23,2.1,979,5%,2%,3.6,1.5,19,i,9,24,696
C/C(=N\NC(=S)Nc1ccc(C)cc1)c1cccc(N)c1,1,1.4,1138,i,28,1.0,1493,3%,2%,3.6,1.8,3.8,i,6,-14,640
Cn1nnnc1SCC(=O)NCCc1ccc(Cl)cc1,1.1,-0.26,1410,i,58,4.3,1345,-8%,-9%,6.2,2.6,5.9,i,13,.,.
NC(=O)NC(=O)COC(=O)CCCSc1nc2ccccc2s1,.,0.85,1396,i,58,-0.7,1309,.,.,.,.,.,.,.,2,699
Cc1ccc(OCc2nnc(SC(C)C(=O)O)n2Cc2ccccc2)cc1 (stereo not given),1,0.17,1470,i,22,1.4,947,1%,1%,2.2,2.8,15,i,19,-6,560
O=C1/C(=C\c2cccnc2)CN(Cc2ccccc2)C/C1=C\c1cccnc1,1,0.06,1429,i,52,-2.5,1129,1%,10%,32,1.2,41,+,-18*,5,638
CCOC(=O)c1ccccc1NC1c2ccccc2C(=O)N1c1cc(C)ccn1 (stereo not given),1.1,-1.2,1000,i,19,.,.,6%,7%,1.8,2.2,9.2,i,22,.,.
O=[N+]([O-])c1ccc(/C=N/Nc2nc(-c3ccccc3)c3cc(Br)ccc3n2)o1,0.9,1.6,893,i,46,.,.,-22%,-13%,2.1,1.9,8.7,i,-5,11,785
COc1ccc(C2N=C(Nc3ccc(C)cc3)Nc3nc(C)cc(=O)n32)cc1 (stereo not given),1.1,0.09,1304,i,41,-2.5,1018,10%,9%,2.7,0.9,7.5,i,2,.,.
Cc1cc(C)cc(C(=O)NCC(=O)OCC(=O)c2cc(C)n(CC(F)(F)F)c2C)c1,1,0.2,1068,i,57,-3.6,539,1%,2%,2.8,1.3,5.5,i,29,-3,748
O=C(NC(=S)NCCCN1CCOCC1)c1ccc([N+](=O)[O-])cc1,1.1,.,.,i,58,-0.9,995,2%,4%,5.2,3.8,16,i,5,3,638
CN(C)c1nc(Nc2ccc(Cl)cc2)nc(OCC#N)n1,1.1,0.51,1309,i,23,.,.,1%,5%,2.4,2.4,12,i,0,-15,703
CCc1cccc(CC)c1NC(=S)NCCc1ccc(O)c(O)c1,0.9,-0.99,1095,i,53,-1.2,994,21%,44%,2.5,2.4,2.7,i,-6,-6,681
C=C(C)CSC1=C(C#N)C(c2ccsc2)CC(=O)N1 (stereo not given),1.1,-0.76,1110,i,14,-2.9,1135,-6%,6%,1.8,3.8,10,i,7,-4,757
CCN1CCN(S(=O)(=O)c2cccc3nsnc23)CC1,1.2,.,.,.,.,-16,1218,9%,6%,2.7,1.8,6.2,i,4,-2,770
CCOC(=O)c1nc(N2CCN(C(=O)OCC)CC2)c2c3c(sc2n1)CCCC3,1,-0.67,1156,i,63,-3.2,924,23%,6%,3.4,1.4,4.6,+,-0.8*,.,.
O=C1CC(N2CCN(c3ccccc3)CC2)C(=O)N1Cc1ccc(Cl)cc1 (stereo not given),1.1,.,.,i,51,-3.1,583,10%,4%,1.7,1.6,0.4,i,13,-10,722
CC(C)c1nc(NCCO)c(C#N)c2c1CCCC2,.,0.68,1469,i,42,-1.0,1287,.,.,.,.,.,.,.,2,714
Cc1ccc(N/N=C(\Cc2nc3ccccc3[nH]2)c2ccccc2)cc1,1.3,-0.06,905,i,35,107*,244*,-122%,-47%,5.2,42,32,i,40,-84,319
Cc1cc(-c2csc(N)n2)c(C)n1Cc1ccccc1,1.1,-0.34,1210,i,4,1.7,1119,-75%,-72%,0.5,3.1,7.9,i,-9,2,733
COc1ccc(/C=C/C(=O)ONC2=NCCCCC2)cc1OC,1,-0.64,1139,i,49,0.1,1081,24%,10%,2.4,3.2,2.8,i,9,-28,645
O=C(Cn1nnc(-c2ccc(Cl)cc2)n1)NCCC1=CCCCC1,1.1,.,.,i,36,-1.0,986,-4%,-1%,2.4,2.6,8.4,i,-5,.,.

# Part of the list above in another layout.
# Every second line gives: TNAP activators | Insulin prom up | Insulin prom up cell count | T cell HTS | T cell HTS vesicle-bound % | b-catenin transl | b-catenin transl cell count 5 µM | PMI inhibition | human PMI inhibition | MT stabilize HCS | MT stabilize HCS Hoechst-high % | MT stabilize HCS cytotoxicity % | Autophagy HCS | Autophagy HCS cell loss 18 h | Hep lipid drop | Hep lipid drop cells 6.5 µM
O=C(Cn1nnc(-c2ccc(Cl)cc2)n1)NCCC1=CCCCC1
 : 1.1 | . | . | i | 36 | -1.0 | 986 | -4% | -1% | 2.4 | 2.6 | 8.4 | i | -5 | . | .
Cc1ccc(N/N=C(\Cc2nc3ccccc3[nH]2)c2ccccc2)cc1
 : 1.3 | -0.06 | 905 | i | 35 | 107* | 244* | -122% | -47% | 5.2 | 42 | 32 | i | 40 | -84 | 319
COc1ccc(/C=C/C(=O)ONC2=NCCCCC2)cc1OC
 : 1 | -0.64 | 1139 | i | 49 | 0.1 | 1081 | 24% | 10% | 2.4 | 3.2 | 2.8 | i | 9 | -28 | 645

# Assay outcomes: PubChem BioAssay, several laboratories
